# Tau fibril FP: blocks human tau fibril formation measured by polarization; P10636; K18 P301L tau heparin fibrillization, Alexa594 FP, 6 h; Potency, µM (series often up to 57.7 µM), without a hit: at the top dose activity, negative = inhibition, most hits filed as inhibitors; hit rate 0.39% among 280,000; note: % is set by controls: 0 for no effect and ±100 for the full control effect; nearly all actives have a fitted effect of over 55% in size
# Target sequence (P10636 561-689 P618L limits assumed): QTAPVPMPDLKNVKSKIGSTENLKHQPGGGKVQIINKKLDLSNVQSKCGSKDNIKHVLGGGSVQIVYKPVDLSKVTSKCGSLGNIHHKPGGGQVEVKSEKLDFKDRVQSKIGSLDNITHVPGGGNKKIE
#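 Recombinant K18 P301L […], labeled with Alexa 594 at 0.24 uM over 15 uM unlabeled; heparin inducer 20 uM final; 37 C, 6 hr; FP endpoint.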
# HTT cytoprotect: Huntington cell model cytoprotection by ATP luminescence | PC12 HTT-Q103 induced, cytoprotection, ATP luminescence, 40 h | Potency, µM (doses to about 56.4 µM), for inactives: cytoprotection (ATP increase), usual class: activators | hit rate 0.14% among 230,000 | AID 1471;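 note: % of control where 0% means no effect; nearly all actives have a fitted effect of over 45% in size; toxic huntingtin expression switched on by the ecdysone agonist tebufenozide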
#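 Compounds added alongside 100 nM tebufenozide, which induces toxic Q103 huntingtin exon 1-GFP in stable PC12 cells; surviving cells quantified by luminescent ATP measurement. Medium: phenol red-free DMEM, 5% equine and 5% calf serum.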
# Tau fibril ThT: blocks human tau fibril formation measured by thioflavin T | P10636 | recombinant tau K18 P301L, heparin-induced fibrillization, ThT fluorescence | Potency, µM (highest dose often 57.4 µM), without a hit: at the highest dose activity, negative = inhibition, most hits filed as inhibitors | hit rate 2.1% among 270,000 | AID 1460; note: % is set by controls: 0 for no effect and ±100 for the full control effect; nearly all actives have a fitted effect of over 55% in size
#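 Fibril formation assay: tau K18 P301L at 15 uM with trace Alexa 594 label, heparin inducer 20 uM, pH 7 sodium acetate buffer, 37 C for 6 hr; endpoint ThT signal.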
# Tau fluor counter: counter-screen for tau fibril formation inhibitors; tau K18 P301L (four-repeat tau fragment) Alexa594 fluorescence, heparin fibrillization; Potency, µM (highest dose often 57.7 µM), for inactives: at the highest dose activity change, negative = decrease; hit rate 0.93% among 280,000; AID 1463; note: % is set by controls: 0 for no effect and ±100 for the full control effect; nearly all actives have a fitted effect of over 55% in size
#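 Human K18 P301L tau (15 uM unlabeled plus 0.24 uM Alexa 594-labeled, final) in 100 mM sodium acetate pH 7 was mixed with compound and 20 uM heparin and incubated 6 hr at 37 C.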
# RECQ1 inh: blocks DNA unwinding by human RECQ1. hit rate 0.54% among 240,000. P46063. Potency, µM (highest dose often 57.3 µM), inactives show at the top dose activity, negative = inhibition, usual class: inhibitors. RECQ1 DNA unwinding, red fluorescence kinetic read. AID 2549;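 note: plate controls were vehicle for no effect and no enzyme for full effect; nearly all actives have a fitted effect of over 30% in size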
# Target sequence (P46063 whole entry, looked up): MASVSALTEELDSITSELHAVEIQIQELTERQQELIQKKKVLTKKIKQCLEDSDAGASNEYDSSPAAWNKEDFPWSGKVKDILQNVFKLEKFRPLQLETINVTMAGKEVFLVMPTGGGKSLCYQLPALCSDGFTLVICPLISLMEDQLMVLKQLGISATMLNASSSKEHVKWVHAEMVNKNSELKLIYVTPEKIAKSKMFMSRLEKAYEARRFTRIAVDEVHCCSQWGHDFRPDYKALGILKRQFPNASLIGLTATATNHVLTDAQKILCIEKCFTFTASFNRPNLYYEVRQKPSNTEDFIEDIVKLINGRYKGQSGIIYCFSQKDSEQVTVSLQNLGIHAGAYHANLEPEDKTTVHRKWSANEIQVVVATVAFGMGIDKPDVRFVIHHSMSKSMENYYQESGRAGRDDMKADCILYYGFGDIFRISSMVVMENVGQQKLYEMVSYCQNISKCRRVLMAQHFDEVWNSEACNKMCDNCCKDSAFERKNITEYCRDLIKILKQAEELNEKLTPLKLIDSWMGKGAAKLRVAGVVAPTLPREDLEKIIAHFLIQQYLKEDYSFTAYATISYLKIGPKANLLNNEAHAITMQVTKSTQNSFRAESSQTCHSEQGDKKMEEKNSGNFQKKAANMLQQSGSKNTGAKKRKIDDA
#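 RECQ1T1 50 nM; forked duplex (20 bp + 30-nt ss tails) 200 nM, ATP 2 mM final; pH 8.0, 2 mM MgCl2, 2.5 ug/ml poly(dI-dC); 15 min compound preincubation; discontinuous kinetic read over 2 h at RT.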
# TRb SRC2 PPI: TRbeta-SRC2 interaction inhibition; P10828; TRbeta-SRC2 peptide binding, fluorescence polarization; receptor liganded with 1 µM T3; Potency, µM (doses to about 106 µM), for inactives: at the top dose activity change, negative = inhibition, hits mostly inhibitors; hit rate 0.065% among 280,000;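 note: plate controls were bound peptide for no effect and peptide without receptor for full effect; nearly all actives have a fitted effect of over 50% in size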
#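 Binding of a 20-amino-acid Texas Red SRC2 peptide (20 nM) to TRb ligand-binding domain (0.6 uM) with agonist T3 at 1 uM was followed by fluorescence polarization after a 5 hr room-temperature incubation.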
# L3MBTL1 block: blocks human L3MBTL1; hit rate 0.66% among 230,000; Q9Y468; AlphaScreen L3MBTL1–H3K9me1 peptide binding; Potency, µM (doses to about 57.1 µM), for inactives: top-dose activity, negative = inhibition, hits mostly inhibitors; note: % is set by controls: 0 for no effect and ±100 for the full control effect; nearly all actives have a fitted effect of over 60% in size
#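 First, the protein-peptide complex forms for 30 min at room temperature (L3MBTL1 50 nM, biotinylated H3K9me1 peptide 75 nM). Next, compounds are pin-transferred and incubated 30 min. Finally, AlphaScreen beads are added and read after 30 min.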
# TR SRC2 fluor cs: counter-screen for TRb-SRC2 inhibitors: fluorescence interference; hit rate 0.29% among 280,000; Potency, µM (top dose mostly 106 µM), without a hit: at the top dose fluorescence change, negative = quenching; TRb/SRC2 Texas Red total fluorescence interference; active = well fitted curve in either direction with a large enough effect; inconclusive = small, poorly fitted or top-dose-only effect; note: % is set by controls: 0 for no effect and ±100 for the full control effect
#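 Human TRb ligand-binding domain at 0.6 uM with 20 nM Texas Red SRC2 peptide in Tris buffer containing 1 uM T3 and 5% DMSO, incubated with compound 5 h at ambient temperature. Total fluorescence (555/632 nm) calculated as parallel + 2 × perpendicular.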
# * marks the source's active call; other numbers are inactive results; i = inactive; ? = inconclusive; / = not tested or not shown; [ ] = dose if it differs, or a comment. Unless noted, calls come from the whole dose curve; as a rule, active = well fitted curve in the direction sought with a large enough effect; inconclusive = small, poorly fitted or top-dose-only effect, or another doubt; inactive = no such curve, though single readings can be large; an effect the other way counts as inactive or inconclusive. Potency is the fitted concentration of half-maximal effect. Some of the compounds tested, so the mix of outcomes need not match the whole.
1. COCC(=O)N(CCc1ccc(OC)c(OC)c1)Cc1cc2cc(C)ccc2nc1Cl
2. Cc1nnc(SCC(=O)N2CCCc3ccccc32)[nH]c1=O
3. CCCCCCOC(=O)Cc1c(C)nc(N)[nH]c1=O
4. CC(C)CN(CC(C)C)S(=O)(=O)N1CCC(C(=O)NCCc2ccc(Cl)cc2)CC1
5. CSCCC1NC(=O)N(CC(=O)N2N=C(c3ccc(Cl)cc3)CC2c2ccco2)C1=O (stereo unspecified)
6. CCOC(=O)C1=C(C)NC(=O)NC1c1cccc(OC)c1OCc1ccccc1Cl (stereo unspecified)
7. CCOCCCN1C(=O)c2[nH]nc(-c3ccccc3O)c2C1c1ccc(CC)cc1 (stereo unspecified)
8. COC(=O)C1=C2SC(C)C(=O)N2C(N)=C(C#N)C1c1cc(OC)c(OC)c(OC)c1 (stereo unspecified)

Screen / compound no.,1,2,3,4,5,6,7,8
Tau fibril FP,-6%,0%,-11%,9%,4%,-13%,3%,-9%
HTT cytoprotect,-14%,-9%,9%[10 µM],7%,-31%[inhibitor],-35%,/,-2%
Tau fibril ThT,-3%,-5%,-9%,-10%,-12%,-16%,-15%,-14%
Tau fluor counter,-8%,-2%,-13%,-16%,-8%,-4%,?,-8%
RECQ1 inh,0%,-2%,-6%,i,-1%,i,/,-5%
TRb SRC2 PPI,1%,-3%,-8%,-2%,-1%,3%,-2%,0%
L3MBTL1 block,/,/,2%,/,/,/,/,-2%
TR SRC2 fluor cs,-3%,-1%,0%,4%,-1%,2%,0%,-4%

9. O=C(Nc1ccc(Cl)cn1)Nc1ccccc1F
10. COc1ccc2c(c1OC)C(=O)OC2Nc1ccc(S(=O)(=O)N=C(N)N)cc1 (stereo unspecified)
11. COc1ccc(-c2ccc(=O)n(CC(=O)Nc3ccc4c(c3)OCCO4)n2)cc1
12. CCc1ccc(C(=O)Nc2ccc(OC)c(S(=O)(=O)N3CCOCC3)c2)cc1
13. COc1ccc(C(Nc2cc(C)ccn2)c2ccc3ccc(C)nc3c2O)cc1 (stereo unspecified)
14. CCCCn1c(=NC(=O)c2cccnc2)c(C(=O)OCC)cc2c(=O)n3ccccc3nc21
15. CC(C)(C)C(=O)N/C(N)=N/c1nc2ccccc2o1
16. O=C(CSCC(=O)Nc1ccccc1)N/N=C/c1c(O)ccc2ccccc12

Screen / compound no.,9,10,11,12,13,14,15,16
Tau fibril FP,0%,0%,-3%[2.34 µM],0%,-13%,4%,-1%,-6%
HTT cytoprotect,10%[10 µM],5%[10 µM],3%[10 µM],-2%,17%[10 µM],21%[10 µM],-10%[10 µM],-6%
Tau fibril ThT,0%,/,-7%,6%,/,-4%,5%,0%
Tau fluor counter,0%,-1%,5%[2.34 µM],2%,?,-8%,-6%,-5%
RECQ1 inh,-1%,-1%,?,-5%,i,0%,1%,i
TRb SRC2 PPI,1%,2%,-4%,2%,-11%,-12%,-1%,4%
L3MBTL1 block,?,/,16%,1%,/,2%,6%,-4%
TR SRC2 fluor cs,-6%,-1%,-1%,-2%,-4%,-1%,-1%,-1%

# 7 compounds out of the list, sorted by count of non-hydrogen atoms, descending:
14. CCCCn1c(=NC(=O)c2cccnc2)c(C(=O)OCC)cc2c(=O)n3ccccc3nc21
5. CSCCC1NC(=O)N(CC(=O)N2N=C(c3ccc(Cl)cc3)CC2c2ccco2)C1=O (stereo unspecified)
7. CCOCCCN1C(=O)c2[nH]nc(-c3ccccc3O)c2C1c1ccc(CC)cc1 (stereo unspecified)
11. COc1ccc(-c2ccc(=O)n(CC(=O)Nc3ccc4c(c3)OCCO4)n2)cc1
10. COc1ccc2c(c1OC)C(=O)OC2Nc1ccc(S(=O)(=O)N=C(N)N)cc1 (stereo unspecified)
15. CC(C)(C)C(=O)N/C(N)=N/c1nc2ccccc2o1
9. O=C(Nc1ccc(Cl)cn1)Nc1ccccc1F

Screen / compound no.,14,5,7,11,10,15,9
Tau fibril FP,4%,4%,3%,-3%[2.34 µM],0%,-1%,0%
HTT cytoprotect,21%[10 µM],-31%[inhibitor],/,3%[10 µM],5%[10 µM],-10%[10 µM],10%[10 µM]
Tau fibril ThT,-4%,-12%,-15%,-7%,/,5%,0%
Tau fluor counter,-8%,-8%,?,5%[2.34 µM],-1%,-6%,0%
RECQ1 inh,0%,-1%,/,?,-1%,1%,-1%
TRb SRC2 PPI,-12%,-1%,-2%,-4%,2%,-1%,1%
L3MBTL1 block,2%,/,/,16%,/,6%,?
TR SRC2 fluor cs,-1%,-1%,0%,-1%,-1%,-1%,-6%

# (listing goes on)
17. Cc1ccccc1C(=O)Nc1c(C)nc2ccccn2c1=O
18. CCOC(=O)N1CCN(S(=O)(=O)c2ccc([N+](=O)[O-])cc2)CC1
19. Cc1ccc(C)c(N(CC(=O)NC2CCCC2)C(=O)c2oc(C(C)(C)C)cc2C)c1
20. Fc1ccccc1/C=C/c1ccc2ccccc2n1
21. CCN(CCCNC(=O)CSc1cc(=O)n(C)c2cc(Cl)ccc12)c1ccccc1
22. CCOc1ccc(-c2c(C)nn3c(C)c(C(=O)NCCc4ccc(C)cc4)cnc23)cc1OCC
23. O=C1Nc2ccccc2/C1=C/C(=O)c1cccs1
24. CCCC(C)n1[nH]c(=O)cc1N (stereo unspecified)

Screen / compound no.,17,18,19,20,21,22,23,24
Tau fibril FP,0%,6%,9%,2%,7%,5%,3%,5%
HTT cytoprotect,/,-21%,1%[10 µM],-31%[10 µM],/,/,2%,34%[10 µM]
Tau fibril ThT,-1%,-1%,?,-16%,-8%,?,18µM*,-5%
Tau fluor counter,6%,0%,-8%,-12%,-13%,-18%,-26%,-1%
RECQ1 inh,/,-1%,i,8%,/,/,-13%,i
TRb SRC2 PPI,5%,7%,-4%,-8%,2%,0%,13%,-2%
L3MBTL1 block,/,20%,-5%,63%[activator],/,/,/,-3%
TR SRC2 fluor cs,-3%,-2%,0%,-1%,0%,-1%,0%,-4%

25. Cc1cccc(N/C(N)=N/c2nc(C)c(Cc3ccccc3)c(=O)[nH]2)c1
26. Cc1ccc(-n2cnc3cc(NCc4cccs4)ccc32)cc1
27. COc1cc(/C=N/N(C)C)ccc1OC(=O)c1ccco1
28. Cc1ccc(S(=O)(=O)C2C(=O)N(C)C3(C)CC2c2ccccc2O3)cc1C (stereo unspecified)
29. CCOC(=O)/C(C#N)=C/Nc1ccccc1NS(=O)(=O)c1ccc(C)c(C)c1
30. O=C(CCc1ccccc1)N1CCCN(C(=O)CCc2ccccc2)CC1
31. CCOC(=O)CNC(=O)CSc1nc(Cc2cccs2)nc2ccccc12
32. CC1Cc2ccccc2N1C(=O)CSc1nccc(=O)[nH]1 (stereo unspecified)

Screen / compound no.,25,26,27,28,29,30,31,32
Tau fibril FP,-6%,16%,-4%,-2%,4%,6%,1%,1%
HTT cytoprotect,-9%[10 µM],-25%,14%,4µM*,3%[10 µM],/,-1%,36%[10 µM]
Tau fibril ThT,-4%,?,-15%,-2%,2%,-3%,-11%,0%
Tau fluor counter,-1%,?,-12%,-3%,-5%,-1%,0%,6%
RECQ1 inh,-1%,4%,-5%,-9%,0%,-1%,-2%,-10%
TRb SRC2 PPI,4%,-4%,-2%,4%,-7%,1%,-6%,-7%[53 µM]
L3MBTL1 block,2%,/,-25%,-4%,-3%,-5%,-6%,1%
TR SRC2 fluor cs,-2%,-1%,-1%,0%,-5%,-2%,-3%,0%[53 µM]

33. Cc1cc(C)cc(NC(=O)CCC(=O)Nc2nnc(C(F)(F)F)s2)c1
34. COc1ccc(-c2cc3nc(C)c(CCC(=O)NC(C)c4ccccc4)c(C)n3n2)c(OC)c1 (stereo unspecified)
35. CCCc1ccc(C(=O)N2CCN(c3ccccc3OCC)CC2)cc1
36. CN1CCN(CCN2CCn3c2nc2ccccc23)CC1
37. O=S(=O)(Nc1cc(Cl)ccn1)c1ccc(Cl)cc1
38. Cc1ccc(C)c(NC(=O)CSc2c3c(nc4ccc(Cl)cc24)CCCC3)c1
39. CC(Nc1ccc(Br)cc1)C(=O)N/N=C/c1ccccc1OCc1ccccc1 (stereo unspecified)
40. CCOC(=O)c1cnc(SCC(=O)Nc2sc(C)c(C)c2C#N)nc1N
41. CN1/C(=C\C(=O)c2ccccc2Cl)c2ccccc2CC1(C)C

Screen / compound no.,33,34,35,36,37,38,39,40,41
Tau fibril FP,-4%,?,14%,-2%,-8%,-5%,11%,-1%,0%
HTT cytoprotect,8%[10 µM],/,16%[10 µM],6%[10 µM],-1%,/,-36%,-11%[10 µM],-1%[10 µM]
Tau fibril ThT,11%,?,-16%,-6%,-13%,?,-8%,7%,4%
Tau fluor counter,8%,-14%,-3%,-6%,-11%,-17%,?,6%,-1%
RECQ1 inh,-8%,/,-5%,-5%,-8%,/,-9%,16%,-3%
TRb SRC2 PPI,2%,0%,1%,-5%,-1%,3%,-4%,3%,0%
L3MBTL1 block,5%,/,0%,6%,/,/,/,-4%,-28%
TR SRC2 fluor cs,0%,-8%,2%,-1%,-5%,1%,-1%,-6%,0%

# Only Tau fluor counter (two entries from above):
nr	structure	Tau fluor counter
40	CCOC(=O)c1cnc(SCC(=O)Nc2sc(C)c(C)c2C#N)nc1N	6%
41	CN1/C(=C\C(=O)c2ccccc2Cl)c2ccccc2CC1(C)C	-1%

# Screening results deposited in PubChem BioAssay by National Center for Advancing Translational Sciences (NCATS).
